Source: PubChem BioAssay (National Center for Advancing Translational Sciences (NCATS))
D2 ag: D2 dopamine receptor (human) agonism; P14416; HEK293 T-REx D2 cells, calcium flux agonist mode; activation, % at 2 µM; actives 0.53% (n = 340,000);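 active = activation over 3 SD above normal in the single-dose calcium agonist read, cut at about 30% in these data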; also: 0% is about no effect
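Tetracycline-induced HEK293 T-REx cells with force-coupled D2 receptor, plated overnight at 30 C, loaded with no-wash calcium dye. After a 10 s baseline, compound was pin-added and calcium flux read kinetically for 180 s; calcium rises flagged agonists.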
Pin1 inh: inhibitors of human Pin1; Q13526; Pin1 FP peptide displacement, HiFluor488, 10 min; Potency, µM (series often up to 115 µM), for the others: at the highest dose activity, negative = inhibition, usual class: inhibitors; actives 0.009% (n = 390,000); active = well fitted inhibition curve with a large enough effect in the polarisation, with a control signal flat, not every such curve was filed as active; inconclusive = small, poorly fitted or top-dose-only effect, or effect the other way, or a change in a side signal; inactive = no such curve, though single readings can be large or run the other way; the % refers to the polarisation; also: potency is read from the fitted curve at half-maximal effect; % is scaled to controls: 0 for no effect and ±100 for the full control effect
D2 antag: antagonizes the human D2 dopamine receptor; P14416; HEK293 TREx D2 cells, calcium flux, dopamine EC80; inhibition, % at 10 µM; actives 2% (n = 340,000); in the data active = inhibition above about 30%; also: 0% is about no effect
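Dopamine at EC80 is the agonist stimulus; test compounds precede it by 180 s. Calcium flux read kinetically in a force-coupled, inducible HEK293 T-REx D2 cell line.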
TrxR1 substrate: substrates of rat thioredoxin reductase 1. purified TrxR1 substrate turnover, NADPH consumption readout. Potency, µM (top dose mostly 114 µM), for the others: at the top dose activity change, negative = substrate turnover. O89049. actives 0.01% (n = 390,000); also: potency is read from the fitted curve at half-maximal effect; % is scaled to controls: 0 for no effect and ±100 for the full control effect; nearly all actives have a fitted effect of over 50% in size
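Rat TrxR1, dispensed at 90 nM, was prereduced with 400 uM NADPH (final) for 5 min at ~22 deg C, then incubated with compound 15 min before 400 uM selenite. A first-read NADPH fluorescence drop versus no-compound background flagged substrates.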
TrxR1 inh: inhibitors of rat thioredoxin reductase 1. Potency, µM (series often up to 114 µM), without a hit: at the highest dose activity change, negative = inhibition, hits mostly inhibitors. actives 1% (n = 390,000). recombinant rTrxR1, NADPH fluorescence consumption, selenite substrate. O89049. AID 588453; also: potency is read from the fitted curve at half-maximal effect; % is scaled to controls: 0 for no effect and ±100 for the full control effect; nearly all actives have a fitted effect of over 65% in size
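Rat TrxR1 (90 nM in the dispensed reagent) was pre-reduced with 400 uM NADPH for 5 min at room temperature, then incubated with compound for 15 min. After 400 uM selenite was added, NADPH fluorescence (Ex 340/Em 450 nm) was followed for 8 min.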
TRHR ag: agonists of human TRH receptor | P34981 | activation, % at 2 µM | actives 0.18% (n = 360,000) | AID 493084 | TRHR cells, calcium flux fluo-8, FDSS agonist mode; in the data active = activation above about 30%; also: 0% is about no effect
Target sequence (P34981 whole entry, looked up): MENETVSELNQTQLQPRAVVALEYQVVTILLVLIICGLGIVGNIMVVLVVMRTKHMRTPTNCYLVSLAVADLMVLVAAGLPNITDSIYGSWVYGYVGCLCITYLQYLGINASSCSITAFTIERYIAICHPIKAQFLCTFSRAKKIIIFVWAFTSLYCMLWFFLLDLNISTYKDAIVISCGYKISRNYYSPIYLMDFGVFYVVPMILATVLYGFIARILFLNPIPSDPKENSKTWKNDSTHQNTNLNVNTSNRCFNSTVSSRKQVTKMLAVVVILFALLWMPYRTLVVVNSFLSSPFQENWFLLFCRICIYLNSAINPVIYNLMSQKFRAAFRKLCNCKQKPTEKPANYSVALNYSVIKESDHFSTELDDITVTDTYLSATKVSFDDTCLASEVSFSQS
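TRHR-expressing cells, plated overnight in medium with 10% serum, were loaded with fluo-8 calcium dye at room temperature. After a 10 s baseline, library compound was pin-added and calcium release was recorded kinetically (ex 480/em 530) as agonist response.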
mIDH1 inhibitor: blocks human mutant IDH1 R132H enzyme | Potency, µM (titrated, usually from 76.6 µM), for inactives: at the top dose activity change, negative = inhibition, usual class: inhibitors | IDH1-R132H enzyme, NADPH consumption, diaphorase/resazurin fluorescence | O75874 | actives 0.093% (n = 390,000); also: potency is read from the fitted curve at half-maximal effect; % is scaled to controls: 0 for no effect and ±100 for the full control effect; nearly all actives have a fitted effect of over 65% in size
Target sequence (O75874 whole entry R132H, stated change not applied): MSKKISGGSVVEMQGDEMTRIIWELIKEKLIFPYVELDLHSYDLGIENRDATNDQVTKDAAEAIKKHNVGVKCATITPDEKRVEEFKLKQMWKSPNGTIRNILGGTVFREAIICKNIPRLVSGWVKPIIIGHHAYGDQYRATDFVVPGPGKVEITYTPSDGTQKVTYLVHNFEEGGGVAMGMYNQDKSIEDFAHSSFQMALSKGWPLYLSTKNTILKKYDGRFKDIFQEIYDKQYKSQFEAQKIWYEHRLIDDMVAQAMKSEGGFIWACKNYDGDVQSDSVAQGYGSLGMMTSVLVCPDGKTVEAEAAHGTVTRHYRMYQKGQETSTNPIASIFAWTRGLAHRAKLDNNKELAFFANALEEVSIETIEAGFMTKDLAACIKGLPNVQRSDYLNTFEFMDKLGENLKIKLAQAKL
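IDH1-R132H (0.5 ug/mL) preincubated 30 min with compound, then NADPH (0.016 mM) and alpha-KG (2 mM) added; 80 min at RT, pH 7.5. Remaining NADPH coupled via diaphorase/resazurin to fluorescence (540/590 nm); concentration-response curves normalized to no-enzyme control.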
USP1-UAF1 inh: blocks the human USP1/UAF1 deubiquitinase complex. recombinant USP1/UAF1, Ub-Rhodamine cleavage fluorescence. actives 0.23% (n = 390,000). Potency, µM (highest dose often 57.1 µM), without a hit: top-dose activity change, negative = inhibition, most hits filed as inhibitors. O94782; also: potency is read from the fitted curve at half-maximal effect; % is scaled to controls: 0 for no effect and ±100 for the full control effect; nearly all actives have a fitted effect of over 60% in size; inactives centre near -12
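USP1/UAF1 complex at 1 nM was preincubated with compound for 15 min at room temperature, then Ub-Rho substrate (150nM final) was added. Fluorescence (480/540 nm) was read kinetically, 6 reads every 60 seconds.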
TRHR enhancer: allosterically enhances the human TRH receptor; enhancement, % at 2 µM; actives 0.66% (n = 360,000); TRHR cells, fluo-8 calcium fluorescence, EC20 TRH enhancement; P34981; in the data active = enhancement above about 30%; also: 0% is about no effect
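TRHR-expressing cells loaded with fluo-8 calcium dye were read kinetically (ex 480/em 530) during compound addition, then stimulated with an EC20 of TRH (10 nM final). Enhancement of the Gq-mediated intracellular calcium response was scored.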
Numbers without * were called inactive; ? = inconclusive; · = no result given; & = joins results of further samples; [ ] = remark or other dose. Unless noted, calls follow the shape of the dose curve; as a rule, active = well fitted inhibition curve with a large enough effect; inconclusive = small, poorly fitted or top-dose-only effect; inactive = no such curve, though single readings can be large or run the other way.

Fields – D2 ag | Pin1 inh | D2 antag | TrxR1 substrate | TrxR1 inh | TRHR ag | mIDH1 inhibitor | USP1-UAF1 inh | TRHR enhancer
- CN1CCN(c2ccc(NC(=O)c3ccccc3)cc2)CC1
 : 1.6 | -8% | -3 | 2% | 9% | 0.4 | 14% | -16% | -1
- CC(C)(C)C(=O)Nc1ccc(C(=O)COC(=O)C2=COCCO2)cc1
 : 0.6 | -1% | -2 | -7% | 2% | 0.4 | 10% | -4% | 0
- Cc1[nH]nc2c1C1(CCN(C(=O)OCc3ccccc3)CC1)C(C#N)=C(N)O2
 : 1.4 | 0% | 1 | -5% | 3% | 0.3 | -18% | -2% | 4
- CSCC[C@H](NC(=O)C1CCN(S(=O)(=O)c2ccc(C)cc2C)CC1)c1nc2ccccc2[nH]1
 : · | 29% | · | 2% | 13% | · | 2% | -19% | ·
- O=C(CSc1nc2ccccc2c2c1CCCC2)N1CCOCC1
 : -0.5 | 1% | -1 | 2% | 8% | 1.0 | 2% | -11% | -1
- CC1=C(C(=O)Nc2ccccc2)C(c2ccco2)n2ncnc2N1 (stereo unspecified)
 : 0.6 | -2% | -28 | 9%[57.1 µM] | 2% | 0.4 | 2% | -10% | -8
- CCC(=O)Nc1nnc(Sc2ccc(N(C)C)cc2)s1
 : -0.2 | -6% | -8 | -7% | 5% | 0.1 | 3% | -5% | 1
- Cc1cc(C(=O)N2CCCC(C(=O)c3cccc4ccccc34)C2)nc(C)n1 (stereo unspecified)
 : -0.3 | 3% | -4 | 3% | 22% | -5.6 | -1% | -6% | 1
- O=C(c1ccco1)N1CCN(c2ncnc3sc4c(c23)CCC4)CC1
 : 0.8 | ? | -11 | 0% | ? | -0.8 | 2% | -7% | -6
- O=C(CSCc1ccc(Cl)cc1Cl)Nc1ccccc1C(=O)Nc1ccc(C(=O)O)cc1
 : -2.0 | -7% | 4 | 3%[57.1 µM] | 19%[57.1 µM] | 0.0 | 0% | -20% | 3
- CCc1nc(SCC(=O)c2ccccc2)c2c(=O)n(C)c(=O)n(C)c2n1
 : 0.4 | -2% | 4 | 3% | 16% | 3.7 | 3% | -25% | -6
- Cc1cc(NC(=O)CSCC(=O)N(C)Cc2ccc(Cl)cc2Cl)no1
 : 0.9 | 3% | -12 | -8% | -2% | -0.7 | 12% | -19% | 7
- Cc1ccc(F)c(Cn2cnc3c(cnn3C(C)(C)C)c2=O)c1Cl
 : 1.0 | -3% | 13 | 4%&-1% | 30%&9% | 0.3 | · | · | -7
- COC(=O)C1=C(C)N(c2ccc(Cl)cc2)/C(=C/c2ccc(O)cc2)C1=O
 : -0.8 | 7% | 7 | 4%[57.1 µM] | 7%[57.1 µM] | 0.3 | -3% | -11% | -1
- CC(=O)N1CCn2c3c(c4cc(C)ccc42)CCCC31 (stereo unspecified)
 : 0.0 | 8% | -3 | 5%[57.1 µM] | 0%[57.1 µM] | -0.6 | -1% | -4% | -18
- CCOC(=O)c1cc(C)n(CC2CCC(C(=O)Nc3ccc(OC)c(OC)c3)CC2)c1C (stereo unspecified)
 : -0.2 | 18% | · | 15% | 44%[activator] | 0.2 | -11% | 2% | 3
- COc1ccc(S(=O)(=O)NCC(=O)N(CC(=O)NCC2CCCO2)c2c(C)cccc2C)cc1 (stereo unspecified)
 : -0.5 | 11% | -13 | 10%[57.1 µM] | 13% | 0.3 | -1% | 3% | 1
- CCCC(c1nnnn1C(C)(C)CC)N(CCCO)Cc1cc2cc(C)cc(C)c2[nH]c1=O (stereo unspecified)
 : 0.1 | 2% | 13 | 8%[57.1 µM] | -1%[57.1 µM] | -0.4 | 6% | 0% | 2
- COc1ccc2c3n(nc2c1)CCN=C3c1cc(Cl)c(N)c(Cl)c1
 : -1.9 | -1% | 5 | 11%[57.1 µM] | 20%[57.1 µM] | -0.5 | -4% | ? | 1
- CC[N+](CC)(CCO)CCCN1C(=O)C2CC=C(Cl)CC2C1=O (stereo unspecified)
 : 0.4 | -3% | -28 | 6%[57.1 µM] | 18%[57.1 µM] | -0.6 | 0% | -16% | -3
- CCc1nc2nc(C)cc(Nc3cccc(C)c3C)n2n1
 : · | 10% | · | 2% | -2% | -1.0 | 0% | -6% | 1

Arranged by number of heavy atoms (descending): part of the list above
Fields – D2 ag | Pin1 inh | D2 antag | TrxR1 substrate | TrxR1 inh | TRHR ag | mIDH1 inhibitor | USP1-UAF1 inh | TRHR enhancer
- CSCC[C@H](NC(=O)C1CCN(S(=O)(=O)c2ccc(C)cc2C)CC1)c1nc2ccccc2[nH]1
 : · | 29% | · | 2% | 13% | · | 2% | -19% | ·
- O=C(CSCc1ccc(Cl)cc1Cl)Nc1ccccc1C(=O)Nc1ccc(C(=O)O)cc1
 : -2.0 | -7% | 4 | 3%[57.1 µM] | 19%[57.1 µM] | 0.0 | 0% | -20% | 3
- Cc1cc(C(=O)N2CCCC(C(=O)c3cccc4ccccc34)C2)nc(C)n1 (stereo unspecified)
 : -0.3 | 3% | -4 | 3% | 22% | -5.6 | -1% | -6% | 1
- CC(C)(C)C(=O)Nc1ccc(C(=O)COC(=O)C2=COCCO2)cc1
 : 0.6 | -1% | -2 | -7% | 2% | 0.4 | 10% | -4% | 0
- CC1=C(C(=O)Nc2ccccc2)C(c2ccco2)n2ncnc2N1 (stereo unspecified)
 : 0.6 | -2% | -28 | 9%[57.1 µM] | 2% | 0.4 | 2% | -10% | -8
- CC[N+](CC)(CCO)CCCN1C(=O)C2CC=C(Cl)CC2C1=O (stereo unspecified)
 : 0.4 | -3% | -28 | 6%[57.1 µM] | 18%[57.1 µM] | -0.6 | 0% | -16% | -3
- CN1CCN(c2ccc(NC(=O)c3ccccc3)cc2)CC1
 : 1.6 | -8% | -3 | 2% | 9% | 0.4 | 14% | -16% | -1
- CCc1nc2nc(C)cc(Nc3cccc(C)c3C)n2n1
 : · | 10% | · | 2% | -2% | -1.0 | 0% | -6% | 1
- CC(=O)N1CCn2c3c(c4cc(C)ccc42)CCCC31 (stereo unspecified)
 : 0.0 | 8% | -3 | 5%[57.1 µM] | 0%[57.1 µM] | -0.6 | -1% | -4% | -18

A few values from the list:
Pin1 inh with COC(=O)C1=C(C)N(c2ccc(Cl)cc2)/C(=C/c2ccc(O)cc2)C1=O is entered as 7%
TrxR1 inh with O=C(CSCc1ccc(Cl)cc1Cl)Nc1ccccc1C(=O)Nc1ccc(C(=O)O)cc1 is entered as 19%[57.1 µM]

Only part of the results is shown; the hit share may differ from the screen's.
